Assay outcomes (PubChem)
Tau FP inhib = tau fibrillization inhibition (FP); actives 0.39% (n = 280,000); Potency, µM (series often up to 57.7 µM), for inactives: top-dose activity, negative = inhibition, usual class: inhibitors; AID 1468; K18 P301L tau heparin fibrillization, Alexa594 FP, 6 h; further: potency means the concentration at half of the fitted maximal effect; on the % scale 0 is the no-effect control and ±100 the full control effect; nearly all actives have a fitted effect of over 55% in size
Target sequence (P10636 561-689 P618L limits assumed): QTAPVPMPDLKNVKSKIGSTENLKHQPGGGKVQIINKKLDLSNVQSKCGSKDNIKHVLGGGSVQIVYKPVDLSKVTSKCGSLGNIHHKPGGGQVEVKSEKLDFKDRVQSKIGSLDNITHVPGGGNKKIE
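FP of Alexa 594-tau after heparin (20 uM) induction. Substrate: human K18 P301L, 15 uM unlabeled, 0.24 uM labeled. Buffer 100 mM sodium acetate pH 7. 6 hr, 37 C.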
Tau fluor cs = counter-screen for tau fibril formation inhibitors | Potency, µM (highest dose often 57.7 µM), for inactives: at the top dose activity change, negative = decrease | AID 1463 | tau K18 P301L Alexa594 fluorescence, heparin fibrillization | actives 0.93% (n = 280,000); further: potency means the concentration at half of the fitted maximal effect; on the % scale 0 is the no-effect control and ±100 the full control effect; nearly all actives have a fitted effect of over 55% in size
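Human tau K18 P301L (15 uM unlabeled, 0.24 uM Alexa 594-labeled) in 100 mM sodium acetate pH 7 with 20 uM heparin, 6 hr at 37 C. ThT 30 uM added, 1 hr ambient; Alexa 594 FP and total fluorescence read at 555/632 nm.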
TR SRC2 fluor cs = alters Texas Red total fluorescence, flagging assay interference. TRb/SRC2 Texas Red total fluorescence interference. Potency, µM (titrated, usually from 106 µM), for inactives: top-dose fluorescence change, negative = quenching. actives 0.29% (n = 280,000); active means well fitted curve in either direction with a large enough effect; inconclusive means small, poorly fitted or top-dose-only effect; further: potency means the concentration at half of the fitted maximal effect; on the % scale 0 is the no-effect control and ±100 the full control effect
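Human TRb ligand-binding domain at 0.6 uM with 20 nM Texas Red SRC2 peptide in Tris buffer containing 1 uM T3 and 5% DMSO, incubated with compound 5 h at ambient temperature. Total fluorescence (555/632 nm) calculated as parallel + 2 × perpendicular.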
CBFb-RUNX1 inh = blocks binding between human CBF-beta and RUNX1. AlphaScreen CBFb-His/RUNX1-biotin binding, biochemical. AID 1477. 230,000 tested, under 10 active. Potency, µM (titrated, usually from 59.8 µM), for the others: at the top dose activity, negative = inhibition, hits mostly inhibitors; further: % of control where 0% means no effect
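Room-temperature protein-protein interaction test with 30 nM each of His-tagged CBF-beta and biotinylated RUNX1, 15 min with compound, then 90 min with nickel plus streptavidin beads. Signal read in AlphaScreen mode.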
Epigenetic reg = regulators of epigenetic silencing causing reporter derepression in mouse cells. murine LDR cells, GFP reporter derepression, 30 h. Potency, µM (titrated, usually from 53.9 µM), for the others: at the highest dose GFP activation, hits mostly activators. actives 0.2% (n = 280,000). AID 1865; further: potency means the concentration at half of the fitted maximal effect; % of control where 0% means no effect; nearly all actives have a fitted effect of over 60% in size
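In this reporter-derepression format, murine cells bearing a silenced integrated CMV-GFP locus incubate with test compound (30 h, 37 C), then are washed and imaged; fluorescent objects of 20–120 um count as induced cells.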
TRb-SRC2 inh = TRbeta-SRC2 interaction inhibition; P10828; TRbeta-SRC2 peptide binding, fluorescence polarization; receptor liganded with 1 µM T3; Potency, µM (highest dose often 106 µM), for the others: at the top dose activity change, negative = inhibition, most hits filed as inhibitors; actives 0.065% (n = 280,000);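 further: potency means the concentration at half of the fitted maximal effect; plate controls were bound peptide for no effect and peptide without receptor for full effect; nearly all actives have a fitted effect of over 50% in size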
Target sequence (P10828 whole entry, looked up): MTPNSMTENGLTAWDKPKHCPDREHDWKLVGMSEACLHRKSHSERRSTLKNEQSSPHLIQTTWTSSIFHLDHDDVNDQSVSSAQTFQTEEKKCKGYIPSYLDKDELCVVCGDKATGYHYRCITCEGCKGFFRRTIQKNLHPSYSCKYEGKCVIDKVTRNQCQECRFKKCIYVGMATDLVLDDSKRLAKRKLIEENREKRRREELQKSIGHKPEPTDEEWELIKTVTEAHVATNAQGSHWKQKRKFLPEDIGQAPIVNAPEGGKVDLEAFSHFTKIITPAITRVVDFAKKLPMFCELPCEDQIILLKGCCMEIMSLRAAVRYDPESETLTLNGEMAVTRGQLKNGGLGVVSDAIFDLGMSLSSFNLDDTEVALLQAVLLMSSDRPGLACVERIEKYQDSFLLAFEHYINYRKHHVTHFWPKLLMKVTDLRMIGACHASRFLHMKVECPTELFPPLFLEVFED
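Each compound concentration gave % activity, normalized to unbound and bound Texas Red SRC2 controls, from polarization read after 5 hr ambient incubation with T3-loaded human TRb LBD.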
NPSR antagonist = neuropeptide S receptor (human) antagonism, cAMP; actives 1% (n = 220,000); Q6W5P4; AID 1461; Potency, µM (highest dose often 38.3 µM), for inactives: at the highest dose activity change, negative = inhibition, actives largely listed as inhibitors; CHO-NPSR cells, cAMP TR-FRET, antagonist mode; further: potency means the concentration at half of the fitted maximal effect; on the % scale 0 is the no-effect control and ±100 the full control effect; nearly all actives have a fitted effect of over 50% in size; many of its hits are not listed in these tables
Target sequence (Q6W5P4 whole entry, looked up): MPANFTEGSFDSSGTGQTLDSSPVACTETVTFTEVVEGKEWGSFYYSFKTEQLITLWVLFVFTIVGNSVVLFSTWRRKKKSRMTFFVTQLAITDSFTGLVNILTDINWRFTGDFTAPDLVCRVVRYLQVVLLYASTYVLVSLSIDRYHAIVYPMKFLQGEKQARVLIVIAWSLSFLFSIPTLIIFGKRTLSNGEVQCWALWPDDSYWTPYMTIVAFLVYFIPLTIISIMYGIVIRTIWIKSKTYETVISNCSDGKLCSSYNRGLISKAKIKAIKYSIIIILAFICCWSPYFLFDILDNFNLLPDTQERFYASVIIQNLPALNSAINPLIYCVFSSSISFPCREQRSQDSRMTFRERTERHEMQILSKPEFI
aGal spleen mod = inhibits or activates alpha-galactosidase in human spleen homogenate. P06280. human spleen homogenate, 4MU-alpha-Gal fluorescence, 40 min. Potency, µM (series often up to 80 µM), inactives show at the top dose activity change, negative = inhibition, most hits filed as inhibitors. actives 0.008% (n = 240,000);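 further: potency means the concentration at half of the fitted maximal effect; 0% = enzyme with vehicle and -100% = no enzyme basal signal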
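Human spleen homogenate (1 ug) as enzyme source, 4-methylumbelliferyl-alpha-D-galactopyranoside 1 mM final, citrate/phosphate pH 5.0 with 0.01% Tween-20. Compounds 40 min at 37C, NaOH/glycine stop; fluorescence Ex 365/Em 440, Hill-fit AC50.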
* marks the source's active call; other numbers are inactive results; & = joins results of further samples; [ ] = dose if it differs, or a comment. Unless noted, the call rests on the fitted dose curve; in most records, active means well fitted curve in the direction sought with a large enough effect; inconclusive means small, poorly fitted or top-dose-only effect, or another doubt; inactive means no such curve, though single readings can be large; an effect the other way counts as inactive or inconclusive.

For CC(=O)c1sc(NC(=O)c2ccccc2F)nc1C the results were Tau FP inhib -10.2%, Tau fluor cs -5.0%, TR SRC2 fluor cs -5.3%, CBFb-RUNX1 inh 5.5%, Epigenetic reg 1.3%, TRb-SRC2 inh -0.2%, NPSR antagonist -0.6%[46.1 µM] and aGal spleen mod 10.0%.
O=[N+]([O-])c1cc(S(=O)(=O)N2CCCC2)ccc1N/N=C/c1ccccn1 was read as Tau FP inhib 8.2%, Tau fluor cs -7.0%, TR SRC2 fluor cs -4.1%, CBFb-RUNX1 inh -0.8%, Epigenetic reg -1.0%, TRb-SRC2 inh -2.7%, NPSR antagonist -15.9% and aGal spleen mod 6.7%.
`COc1ccccc1N1CCN(C(=O)Cn2cnc3sc(C)c(S(=O)(=O)N4CCC(C)CC4)c3c2=O)CC1` gave Tau FP inhib 4.5%, Tau fluor cs -21.3%, TR SRC2 fluor cs -0.7%, Epigenetic reg -0.9% and TRb-SRC2 inh 6.4%.
O=C(NNC(=S)Nc1ccc(Cl)cc1Cl)C1CC1 was read as Tau FP inhib 4.6%, Tau fluor cs 8.1%, TR SRC2 fluor cs -0.6%, CBFb-RUNX1 inh -5.8%, Epigenetic reg 0.0%, TRb-SRC2 inh -1.6%, NPSR antagonist 12.8% and aGal spleen mod 0.2%.
For C/C(=N\NC(=O)C1CC1c1ccccc1)c1ccc(C)s1 (stereo not given) the results were Tau FP inhib -4.7%, Tau fluor cs -12.1%, TR SRC2 fluor cs -1.0%, CBFb-RUNX1 inh -0.8%, Epigenetic reg -0.2%, TRb-SRC2 inh 2.7%, NPSR antagonist -7.3%[46.1 µM] and aGal spleen mod -0.7%.
For CSc1cccc(NC(=O)Cn2cnc(S(=O)(=O)N3CCCC3)c2)c1 the results were Tau FP inhib -1.2%, Tau fluor cs -5.8%, TR SRC2 fluor cs -2.9%, Epigenetic reg 1.5% and TRb-SRC2 inh 1.7%.
`COc1cc(C(=O)NCCOc2cc(C)cc(C)c2)c(Br)c(OC)c1OC` gave Tau FP inhib 0.2%, Tau fluor cs -15.0%, TR SRC2 fluor cs -1.9%, CBFb-RUNX1 inh 3.9%, Epigenetic reg 0.0%, TRb-SRC2 inh 1.2%, NPSR antagonist -15.7%[46.1 µM] and aGal spleen mod 5.5%.
For Cc1cc(C)c(S(=O)(=O)Nc2nnc(C)s2)c(C)c1 the results were Tau FP inhib 5.6%, Tau fluor cs -4.7%, TR SRC2 fluor cs 0.3%, CBFb-RUNX1 inh -2.2%, Epigenetic reg -1.1%, TRb-SRC2 inh 5.9%, NPSR antagonist -6.8%[46.1 µM] and aGal spleen mod -1.3%.
Screening Cc1ccc(S(=O)(=O)N2CCN(CC(=O)N/N=C\c3ccncc3)CC2)cc1 returned Tau FP inhib -11.9%, Tau fluor cs -15.4%, TR SRC2 fluor cs -0.4%, CBFb-RUNX1 inh 3.9%, Epigenetic reg 1.8%, TRb-SRC2 inh -2.8%, NPSR antagonist 48.4% and aGal spleen mod 3.6%.
`Cc1ccc(NC2OC(CO)C(O)C2O)cc1[N+](=O)[O-]` (stereo not given) gave Tau FP inhib -1.0%, Tau fluor cs -7.9%, TR SRC2 fluor cs -2.7%, CBFb-RUNX1 inh 3.5%, Epigenetic reg -3.2%, TRb-SRC2 inh 2.4%, NPSR antagonist 16.2% and aGal spleen mod 3.4%.
Screening O=C(N/N=C/c1ccc(OC(F)F)cc1OC(F)F)c1ccc(Br)cc1 returned Tau FP inhib 0.4%, Tau fluor cs 1.6%, TR SRC2 fluor cs 2.6%, CBFb-RUNX1 inh -5.1%, Epigenetic reg -1.1%, TRb-SRC2 inh 10.7%, NPSR antagonist -44.4% and aGal spleen mod 2.4%.
CCN1CCC(NC(=O)c2cc(OC)c(OC)cc2OC)CC1 was read as Tau FP inhib inconclusive, Tau fluor cs 0.8%, TR SRC2 fluor cs -7.2%, CBFb-RUNX1 inh 1.2%, Epigenetic reg -1.0%, TRb-SRC2 inh -3.2%, NPSR antagonist 2.4%[46.1 µM] and aGal spleen mod 2.8%.
Screening Cc1ccc(C)c(Cn2c(=O)n(CCCC(=O)NCc3ccc4c(c3)OCO4)c(=O)c3sccc32)c1 returned Tau FP inhib 3.0%, Tau fluor cs -17.1%, TR SRC2 fluor cs -12.7%, Epigenetic reg -0.7% and TRb-SRC2 inh 6.0%.
Screening C=CCN(c1ccc(C(=O)N2CCN(c3ccc(F)cc3)CC2)cc1)S(C)(=O)=O returned Tau FP inhib 6.1%, Tau fluor cs -11.4%, TR SRC2 fluor cs 0.8%, CBFb-RUNX1 inh -6.2%, Epigenetic reg -0.9%, TRb-SRC2 inh 3.0%, NPSR antagonist -9.6%[46.1 µM] and aGal spleen mod 3.2%.
CCCS(=O)(=O)N1CCCC(C(=O)NCCCN(C)c2ccccc2)C1 (stereo not given) was read as Tau FP inhib 4.3%, Tau fluor cs -6.9%, TR SRC2 fluor cs 2.9%, CBFb-RUNX1 inh -0.4%, Epigenetic reg -1.2%, TRb-SRC2 inh -1.6%, NPSR antagonist -2.9%[46.1 µM] and aGal spleen mod 5.6%.
CCCCC/C=C\C/C=C\C/C=C\C/C=C\CCCC(=O)O[C@H](COCCCCCCCCCCCCCCCC)COP(=O)([O-])OCC[N+](C)(C)C was read as Tau FP inhib 1.5%&-8.9%, Tau fluor cs 0.0%&-4.0%, TR SRC2 fluor cs 1.9%&0.2%, CBFb-RUNX1 inh 13.4%&-1.8%, Epigenetic reg 11.6%&-0.3%, TRb-SRC2 inh 6.9%&-9.5% and aGal spleen mod -1.8%&8.8%.
For Cn1c(O)c(N=NC(=O)c2cc(-c3cccs3)nc3ccccc23)c2ccccc21 the results were Tau FP inhib inconclusive, Tau fluor cs -24.5%, TR SRC2 fluor cs 1.0%, CBFb-RUNX1 inh -3.4%, Epigenetic reg 1.0%, TRb-SRC2 inh -0.5%, NPSR antagonist 5.7% and aGal spleen mod 3.6%.
Screening COc1ccc(/C=C/C(=O)OCC(=O)Nc2ccc(S(N)(=O)=O)cc2)cc1OC returned Tau FP inhib -5.4%, Tau fluor cs -6.4%, TR SRC2 fluor cs -1.1%, CBFb-RUNX1 inh -1.2%, Epigenetic reg 11.9%, TRb-SRC2 inh -2.2%, NPSR antagonist 0.4% and aGal spleen mod 3.1%.
`Cc1ccc(NC2=C(CC(=O)O)C(c3ccc(F)cc3)N(c3ccc(C)cc3)C2=O)cc1` (stereo not given) gave Tau FP inhib 0.4%, Tau fluor cs 5.2%, TR SRC2 fluor cs -2.3%, Epigenetic reg 3.2% and TRb-SRC2 inh 3.3%.
`CN(c1ccccc1)S(=O)(=O)c1cccc(C(=O)NNC(=O)c2ccccc2)c1` gave Tau FP inhib -0.4%, Tau fluor cs -1.4%, TR SRC2 fluor cs -3.9%, CBFb-RUNX1 inh -0.8%, Epigenetic reg -0.4%, TRb-SRC2 inh -9.7%, NPSR antagonist 13.7% and aGal spleen mod -4.9%.
COc1ccccc1C(C[N+](=O)[O-])c1c(N)n(C)c(=O)n(C)c1=O (stereo not given) was read as Tau FP inhib 9.4%, Tau fluor cs -9.0%, TR SRC2 fluor cs -1.3%, CBFb-RUNX1 inh 2.1%, Epigenetic reg 2.3%, TRb-SRC2 inh -1.0%, NPSR antagonist 10µM* and aGal spleen mod -15.9%.
O=C(NCCN1CCN(c2ccccc2F)CC1)C1c2ccccc2C(=O)N2CCc3ccccc3C12 (stereo not given) was read as Tau FP inhib 4.7%, Tau fluor cs -9.1%, TR SRC2 fluor cs -1.1%, CBFb-RUNX1 inh 4.7%, Epigenetic reg -0.9%, TRb-SRC2 inh -7.9%, NPSR antagonist -16.1%[46.1 µM] and aGal spleen mod -1.2%.
C/C(=N\NC(N)=S)c1ccc(-n2ccnc2)cc1 was read as Tau FP inhib -2.5%, Tau fluor cs -0.1%, TR SRC2 fluor cs 0.0%, CBFb-RUNX1 inh 2.1%, Epigenetic reg -1.1%, TRb-SRC2 inh 4.5%, NPSR antagonist 8.9% and aGal spleen mod 3.7%.
For Cc1cc(C)cc(N(C(=O)c2cccs2)C2C=CS(=O)(=O)C2)c1 (stereo not given) the results were Tau FP inhib -0.7%, Tau fluor cs -3.8%, TR SRC2 fluor cs -2.4%, CBFb-RUNX1 inh -0.3%, Epigenetic reg 0.7%, TRb-SRC2 inh 2.5%, NPSR antagonist 1.7% and aGal spleen mod -12.7%.
For CCn1c(C)c(C)c2cc(C(=O)NCC(C)c3ccccc3)ccc21 (stereo not given) the results were Tau FP inhib 5.1%, Tau fluor cs -28.7%, TR SRC2 fluor cs -0.4%, Epigenetic reg 5.0% and TRb-SRC2 inh -6.7%.
Screening CC(c1nc2ccccc2c(=O)[nH]1)N(C)c1ccc2ccccc2c1 (stereo not given) returned Tau FP inhib -6.6%, Tau fluor cs -10.1%, TR SRC2 fluor cs 0.0%, CBFb-RUNX1 inh -4.7%, Epigenetic reg -1.8%, TRb-SRC2 inh -0.9%, NPSR antagonist -9.0% and aGal spleen mod 8.2%.
`CCCP(=O)(CC(=O)O)c1ccccc1` (stereo not given) gave Tau FP inhib 2.6%, Tau fluor cs 3.2%, TR SRC2 fluor cs 1.3%, CBFb-RUNX1 inh 7.9%, Epigenetic reg -4.0%, TRb-SRC2 inh -1.0%, NPSR antagonist -9.8%[46.1 µM] and aGal spleen mod -6.7%.
Screening Oc1c(C2=NCCNC(C(F)(F)F)=C2)ccc2ccccc12 returned Tau FP inhib inconclusive, Tau fluor cs inconclusive, TR SRC2 fluor cs -3.8%, CBFb-RUNX1 inh 2.3%, Epigenetic reg -1.9%[10.1 µM], TRb-SRC2 inh 0.6%, NPSR antagonist -12.0% and aGal spleen mod 4.5%.
Screening COc1ccc2c(c1)CC(C(=O)NCCCN1CCN(c3ccccc3F)CC1)CO2 (stereo not given) returned Tau FP inhib 0.2%, Tau fluor cs -3.3%, TR SRC2 fluor cs 0.0%, Epigenetic reg 1.7% and TRb-SRC2 inh 10.1%.

These rows are one share of the data (hit frequency here may not be typical).
